From PubChem
EPAC1 antagonist: qHTS for Antagonist of cAMP-regulated guanine nucleotide exchange factor 3 (EPAC1): primary screen. EPAC1 GEF assay, Rap1b-BODIPY-GDP exchange fluorescence. Potency, µM (top dose mostly 115 µM), for the others: top-dose activity change, negative = inhibition, usual class: inhibitors. 360,000 tested, 0.14% active. AID 720709, 2013;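 also: potency is read from the fitted curve at half-maximal effect; plate controls were vehicle for no effect and positive control for full effect; nearly all actives have a fitted effect of over 50% in size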
EPAC2 agonist: qHTS for Agonist of cAMP-regulated guanine nucleotide exchange factor 4 (EPAC2): primary screen. Rap guanine nucleotide exchange factor 4 (Homo sapiens), Q8WZA2. EPAC2 activation, biochemical qHTS; response scale: 100% = 6.5 mM cAMP response. Potency, µM (top dose mostly 154 µM), inactives show at the top dose activation, most hits filed as activators. 360,000 tested, 0.079% active. AID 720711, 2013; also: potency is read from the fitted curve at half-maximal effect; nearly all actives have a fitted effect of over 50% in size
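Setup: EPAC2 100 nM, labeled Rap1B complex 250 nM, free GDP 50 uM. Compound titrations pinned in, brief spin, 5 min room temperature incubation. Kinetic fluorescence read over 30 min, normalized to 6.5 mM cAMP.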
PI5P4K alpha inh: qHTS for Inhibitors of phosphatidylinositol 5-phosphate 4-kinase (PI5P4K). Phosphatidylinositol 5-phosphate 4-kinase type-2 alpha (Homo sapiens), P48426. AID 652105, 2013. 330,000 tested, 1.2% active. max response, %. PI5P4Kalpha enzyme, ADP-Glo luminescence, 60 min; hits give low values; active = max response of -50% or lower; inconclusive = between -30% and -50%; inactive = -30% or higher; also: value at the top dose of about 77 µM; % is scaled to controls: 0 for no effect and ±100 for the full control effect
Target sequence (P48426 whole entry, looked up): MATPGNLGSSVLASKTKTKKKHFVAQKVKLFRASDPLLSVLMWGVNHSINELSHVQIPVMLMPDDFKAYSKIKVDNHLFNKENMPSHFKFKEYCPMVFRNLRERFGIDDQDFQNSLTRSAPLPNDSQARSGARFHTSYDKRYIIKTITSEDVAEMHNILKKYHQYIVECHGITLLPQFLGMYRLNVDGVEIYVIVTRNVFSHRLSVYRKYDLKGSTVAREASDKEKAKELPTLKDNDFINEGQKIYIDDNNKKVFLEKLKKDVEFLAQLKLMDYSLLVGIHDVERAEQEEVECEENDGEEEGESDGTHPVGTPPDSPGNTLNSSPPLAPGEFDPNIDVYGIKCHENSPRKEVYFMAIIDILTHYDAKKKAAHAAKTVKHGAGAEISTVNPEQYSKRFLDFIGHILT
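PI5P4Kalpha ADP-Glo assay; 5 microM ATP final; 60 min RT reaction; HEPES pH 7.4/EGTA/CHAPS, 5% DMSO; controls lacking substrate or enzyme; luminescent end-point.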
CCT chaperon mod: High-Throughput Screening for Modulators of Cytosolic Chaperonin Activity | purified chaperonin ATPase assay, HTRF ADP detection, 30 min | activity change, % (no concentration beside the values), hits read low | 360,000 tested, 0.3% active | AID 651819, 2012; in the data active = activity change below about -30%; also: % is scaled to controls: 0 for no effect and ±100 for the full control effect
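ATPase activity: ADP formed was measured by HTRF Transcreener (665/615 nm ratio) after 30 min at 37 deg C with 10 uM ATP. Compounds screened at one 76 uM concentration against 40 or 20 nM TRiC in Tris pH 7.4/KCl/MgCl2/DTT buffer.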
WRN inhibitor: qHTS for Inhibitors of WRN Helicase; Bifunctional 3'-5' exonuclease/ATP-dependent helicase WRN (Homo sapiens), Q14191; WRN helicase unwinding, fluorescent forked duplex, kinetic; Potency, µM (top dose mostly 114 µM), without a hit: at the highest dose activity change, negative = inhibition, actives largely listed as inhibitors; 360,000 tested, 0.46% active; also: potency is read from the fitted curve at half-maximal effect; % is scaled to controls: 0 for no effect and ±100 for the full control effect; nearly all actives have a fitted effect of over 55% in size
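Kinetic red-fluorescence monitoring (525/598 nm) tracks WRN helicase activity after 100 nM fluorophore-quencher forked duplex and 2 mM ATP are added to 20 nM enzyme pretreated 15 min at room temperature with compound.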
EPAC1 ag: qHTS for Agonist of cAMP-regulated guanine nucleotide exchange factor 3 (EPAC1): primary screen | Potency, µM (top dose mostly 154 µM), for inactives: top-dose activation, most hits filed as activators | 360,000 tested, 0.073% active | EPAC1 agonist qHTS, biochemical assay; response scale: 100% = response to 6.5 mM cAMP | AID 720707, 2013; also: potency is read from the fitted curve at half-maximal effect; nearly all actives have a fitted effect of over 60% in size
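Multi-concentration qHTS readout: loss of Rap1B-bound BODIPY-GDP fluorescence driven by 100 nM EPAC1 with excess GDP (50 uM), monitored kinetically at room temperature; agonist response expressed relative to 6.5 mM cAMP.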
IL2 activator: qHTS of IL-2 Activators | IL-2 activation reporter assay, cell-based qHTS; stimulated with anti-CD3/CD4/CD28 beads; in transgenic mouse T cells | activation, % (series mostly up to about 46 µM) | 360,000 tested, 0.065% active | AID 652025, 2013; in the data active = activation above about 50%; inconclusive = mostly about 30% to 49%; also: 0% is about no effect
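Readout is EGFP and DsRed signal by fluorescent plate cytometry after 18 h at 37 degrees C. Transgenic mouse T cells (750/well) received compound for 60 min before bead stimulation (anti-CD3, anti-CD4, anti-CD28); memory T cells served as non-tolerant control.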
PLK1 PBD block: qHTS for Inhibitors of PLK1-PDB (polo-like kinase 1 - polo-box domain): Primary Screen. Potency, µM, for inactives: max response, negative = inhibition, actives largely listed as inhibitors. Plk1 PBD binding of FITC phosphopeptide, fluorescence polarization. Serine/threonine-protein kinase PLK1 (Homo sapiens), P53350. 360,000 tested, 2.8% active; also: potency is read from the fitted curve at half-maximal effect; series mostly up to about 57 µM; % is scaled to controls: 0 for no effect and ±100 for the full control effect; nearly all actives have a fitted effect of over 65% in size
Target sequence (P53350 whole entry, looked up, the tested form may be a part): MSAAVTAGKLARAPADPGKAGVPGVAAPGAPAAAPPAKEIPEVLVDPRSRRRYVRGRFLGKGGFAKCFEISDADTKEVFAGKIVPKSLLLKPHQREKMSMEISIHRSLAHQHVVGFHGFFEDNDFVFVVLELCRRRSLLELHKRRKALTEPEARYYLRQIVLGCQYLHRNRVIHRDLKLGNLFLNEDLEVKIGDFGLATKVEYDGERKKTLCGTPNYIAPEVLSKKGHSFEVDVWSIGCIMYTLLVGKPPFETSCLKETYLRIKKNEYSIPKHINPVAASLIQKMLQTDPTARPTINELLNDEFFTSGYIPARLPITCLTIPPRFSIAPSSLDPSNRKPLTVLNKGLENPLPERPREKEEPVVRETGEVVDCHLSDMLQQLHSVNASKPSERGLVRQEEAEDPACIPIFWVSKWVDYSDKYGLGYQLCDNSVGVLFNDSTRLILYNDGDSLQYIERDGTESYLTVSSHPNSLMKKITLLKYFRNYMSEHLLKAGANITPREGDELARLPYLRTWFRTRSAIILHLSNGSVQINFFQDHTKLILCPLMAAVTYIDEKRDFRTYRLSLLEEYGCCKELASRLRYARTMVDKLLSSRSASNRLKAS
Numbers without * were called inactive; ? = inconclusive; . = no result given; [ ] = another dose, or the depositor's remark. Unless noted, calls follow the shape of the dose curve; as a rule, active = well fitted curve in the direction sought with a large enough effect; inconclusive = small, poorly fitted or top-dose-only effect, or another doubt; inactive = no such curve, though single readings can be large; an effect the other way counts as inactive or inconclusive. This is a subset (hit frequency here may not be typical).

Below each compound: EPAC1 antagonist, EPAC2 agonist, PI5P4K alpha inh, CCT chaperon mod, WRN inhibitor, EPAC1 ag, IL2 activator, PLK1 PBD block
- COc1ccc(CNCC(O)(c2ccccc2)c2ccccc2)cc1OC
→ -6.3%, 8.5%, 5.9, -1.3, 1.6%, 11.6%, -4.5, -11.9%
- O=C(NCc1ccc2c(c1)OCO2)C1CCN(S(=O)(=O)c2cccs2)CC1
→ -1.2%, 11.2%, ., -2.4, 10.3%, 8.8%, 0.1, -6.6%
- CCn1c(OC)nc2c1c(=O)n(C)c(=O)n2C
→ -8.0%, 1.5%, -5.1, -0.2, 5.4%, -2.4%, -3.8, 1.6%
- COc1ccc(NC(=O)C(c2ccccc2)c2ccccc2)cn1
→ 4.2%, 8.0%, 2.9, 1.3, 1.1%, -3.1%, -0.8, -3.4%
- CC(Sc1nnc(NCc2ccccc2)s1)C(=O)Nc1ccc2c(c1)C(=O)c1ccccc1C2=O (stereo not drawn)
→ -2.2%, -11.4%, ?, -0.4, -21.1%, 0.7%, -0.2, ?
- N#Cc1ccc(N2Cc3ccccc3/C2=N/C(=O)Nc2ccc(Cl)cc2)cc1
→ 3.0%, -1.0%, -2.2, -3.0, -3.6%, -0.8%, -2.7, 3.6%
- CCOc1ccc(OCC)c(-c2c(=O)n(OCc3ccc(C(C)(C)C)cc3)c3ccccc3[n+]2[O-])c1
→ 0.6%, -7.9%, ., -1.0, -5.5%, -9.8%, -3.4, -3.0%
- COc1cc(C2N(c3ccccc3)CCN2c2ccccc2)cc(OC)c1OC
→ -22.9%, 8.0%, ., -0.9, -1.1%, 0.0%, -0.6, -1.8%
- O=C1c2cccc3cccc(c23)C(=O)N1c1nncs1
→ 2.3%, -3.9%[15.6 µM], -11.1, 0.7, -9.9%, 1.5%, -0.5, -1.4%
- CCCS(=O)(=O)c1c(S(=O)(=O)CCC)c2ccc(C(N)=O)cn2c1C(=O)c1ccc(OC)cc1
→ -4.9%, -3.3%, 2.0, 2.5, -7.7%, -5.1%, -3.0, 2.5%
- CC(=O)Nc1ccc(S(=O)(=O)NCCc2csc(-c3cccnc3)n2)cc1
→ 5.5%, 0.0%, 1.0, -1.6, 4.5%, -4.9%, 0.7, -0.9%
- CCn1ccnc1CN1CCc2c([nH]c3ccccc23)C1C1CCCCC1 (stereo not drawn)
→ 1.1%, 13.2%, -6.5, -2.1, 9.3%, -0.9%, 1.3, 26.7µM*
- O=C(NCCc1ccccc1)C(=O)c1c(-c2ccccc2)[nH]c2ccccc12
→ -0.6%, 11.7%, 1.5, 0.0, -4.2%, 8.4%, -2.0, -7.5%
- O=C(COC(=O)/C=C/c1ccc(F)cc1)Nc1ccc(S(=O)(=O)N2CCOCC2)cc1
→ -9.2%, 2.1%, 0.6, -5.2, ?, 14.5%, -4.1, 1.5%
- N#CCCN(C(=O)Cn1nc(C(=O)O)c2ccccc2c1=O)c1ccccc1
→ -5.1%, -0.4%, 3.9, -0.9, 0.9%, 5.2%, 1.5, -4.1%
- O=C1NN(c2ccccc2)C(=O)/C1=C/c1coc2ccccc2c1=O
→ 16.3%, -3.1%, -64.3*, -1.3, ?, -11.3%, 0.4, ?
- CN1C(=O)c2ccc(NC(=O)CSc3ccccc3)cc2C1=O
→ -5.6%, 12.3%, 6.0, -2.4, -2.4%, 6.1%, 0.6, -10.6%
- Cc1ccc(NC(=S)N(C)Cc2cn(C)c3ccccc23)cc1
→ -10.3%, 11.4%, -8.8, 2.9, 5.4%, 4.7%, -5.2, -6.8%
- CC(CC(=O)N1CCN(S(=O)(=O)c2ccccc2)CC1)n1cncn1 (stereo not drawn)
→ -2.1%, 14.8%, 2.7, 1.5, 9.2%, 1.9%, 0.0, -18.0%
- Cc1cc2c(N3CCCCC3C)ncnc2s1 (stereo not drawn)
→ 1.5%, 7.6%, 1.9, -1.4, -5.3%, -1.5%, -0.4, -5.7%
- Cc1cccc(N(C)S(=O)(=O)c2c(C)[nH]c(C)c2C(=O)N2CCCC2)c1
→ -13.9%, 6.2%, -16.7, 0.7, 8.7%, -16.7%, -4.7, 23.8µM*
- COc1c2ccc(OCC/C(C)=C/C(=O)C=C(C)C)cc2nc2occc12
→ -14.2%, -2.1%, -19.7, -0.8, -0.6%[11.6 µM], -10.8%, -0.5, -4.5%
- O=C(CCC(=O)c1ccccc1)Nc1cccnc1
→ 15.4%, 0.1%, -11.3, -0.4, 2.8%, -1.4%, -0.3, -4.5%
- Cc1ccc(Sc2ccc(CN3CCCCC3)cc2[N+](=O)[O-])cc1
→ -26.4%, 16.7%, -1.7, 0.9, 3.2%, -0.5%, -3.0, -19.9%
- CCC1(c2ccc(Cl)cc2)NC(=S)N(c2ccc(C)c(C)c2)N1 (stereo not drawn)
→ -8.0%, 4.9%, -5.7, -0.9, 7.9%, -1.9%, -2.5, -27.3%
- CC(C)C(=O)Nc1ccc2c(c1)nc1n2CCSC1
→ 13.6%, 5.8%, -6.9, -1.1, 8.9%, -3.2%, -0.1, -4.0%
- CN(c1nc2ccccc2n2c(C3CC3)nnc12)S(=O)(=O)c1ccccc1
→ 5.0%, 2.5%, 0.4, -1.7, -3.9%, 2.0%, -0.5, -10.8%
- CCOc1ccccc1CN1CCN(CCCc2ccccc2)CC1CCO (stereo not drawn)
→ 12.5%, 11.4%, 2.2, -2.3, 4.6%, 10.4%, 0.0, -6.7%
- CN(CC(=O)Nc1cccc(F)c1)C(=O)c1sc2ccccc2c1Cl
→ -15.1%, 14.7%, 4.1, -3.3, -6.2%, -0.2%, 0.0, -2.6%
- CN1CCN(C(=O)c2cnn(-c3ccccc3)c2NC(=O)c2ccccc2)CC1
→ 10.9%, 0.1%, 0.7, 0.9, 0.7%, -1.9%, 0.6, -4.5%
- COc1ccc(Nc2ncnc3c2c(C)c(C)n3CCO)cc1
→ -14.6%, -1.1%, -1.8, -2.9, -6.9%[57.1 µM], 6.2%, -0.6, -15.4%
- COc1ccc(OC)c(/C=C2\SC(=S)N(NS(=O)(=O)c3ccccc3)C2=O)c1
→ ?, 14.5%, ?, -0.4, -11.2%, -6.5%, -0.7, ?
- O=C(Nc1ccc2c(c1)OCCO2)C1CCCN1S(=O)(=O)c1cccc2cccnc12 (stereo not drawn)
→ 0.7%, -5.4%, -2.2, -0.5, 1.4%, -19.4%, 0.2, -5.6%
- Cc1cccc(Cn2c(N3CCN(c4ccccc4)CC3)nc3c2c(=O)n(C)c(=O)n3C)c1
→ 12.8%, 18.4%, ., -3.4, -5.1%, 7.6%, -2.0, -4.9%
- Cc1ccc(N(CC(=O)NC2CCCCC2)C(=O)Cn2nnc(-c3ccc(C)o3)n2)cc1
→ -18.6%, -1.7%, 2.3, 1.2, -0.9%, 10.4%, -3.0, -9.9%
- CC(=O)c1c(C)n(CC(=O)NCc2ccco2)c2ccccc12
→ -7.0%, -2.4%, 1.9, -0.2, -1.3%, -5.3%, -0.1, -11.6%
- CCOC(=O)C1(Cc2ccccc2)CCN(Cc2cccn2-c2nccs2)CC1
→ -0.2%, 8.5%, 2.1, -3.6, -29.6%, 4.1%, -6.5, -22.8%
- CC(C)(C)c1ccc(NC(=O)CC2(C(F)(F)F)OCCO2)cc1
→ 8.2%, 0.3%, ., 3.1, -15.6%[57.1 µM], -4.2%, 2.1, 0.2%
- CCCCc1ccc(Nc2nc(N3CCOCC3)nc(N3CCOCC3)n2)cc1
→ -28.7%, -3.6%, 25.1, -0.9, -8.2%, -5.3%, -2.9, 1.6%
- CCOC(=O)[C@H]1[C@H]2COc3ccc(Br)cc3[C@@H]2N2C(=O)c3cc(OC)c(OC)cc3NC(=O)[C@@]12C
→ -22.0%, 5.4%, -2.2, 0.9, 4.2%, 1.5%, 0.0, -9.0%
- CCOc1ccc(CCN2C(=O)C(=O)N([C@@H](Cc3ccc(O)cc3)CN3CCC[C@@H]3CN3C(=O)C(=O)NC[C@@H]3Cc3ccccc3)C[C@@H]2Cc2ccccc2)cc1
→ -12.5%, 6.3%, -9.8, -0.3, -9.8%, 5.3%, 0.2, -3.6%
- COc1ccc(-n2c(=O)c3ccccc3c3ccccc3c2=O)c(OC)c1
→ -10.6%, 9.3%, 15.1, -3.4, ?, 4.1%, -0.1, -15.2%
- C[C@@H]1CN([C@@H](C)CO)C(=O)CCCn2nncc2CO[C@@H]1CN(C)S(=O)(=O)c1cccc(C#N)c1
→ 6.7%, 33.0%, -6.0, -4.2, 2.0%, -4.9%, -2.3, -16.8%
- CCOC(=O)N1CCN(Cc2nc(-c3cccs3)no2)CC1
→ -23.3%, 1.4%, 11.1, -2.0, 0.7%, 14.5%, 0.9, -1.8%
- C/C(=N/NC(=O)c1ccccn1)c1ccc(O)cc1
→ 16.7%, 4.9%, -11.6, -0.4, -10.2%, -14.9%, -0.7, 1.4%
- Cc1ccc(N=Nc2c(N)n[nH]c2N)cc1
→ -1.8%, 5.8%, 1.6, -7.0, 9.9%, 0.2%, 0.2, -10.3%
- CCc1nc2ccccc2n1CC(O)COc1ccc(NC(C)=O)cc1 (stereo not drawn)
→ 8.1%, -6.9%, 1.0, -2.6, 11.5%, -5.6%, -0.8, -13.7%
- CCOC(=O)c1ccc(NC(=O)CCNc2c(N3CCCC3)c(=O)c2=O)cc1
→ -4.4%, 1.4%, -5.5, -5.0, 3.7%, 5.0%, 0.5, -10.7%
- COc1ccc2nc3ccccc3nc2c1NC(=O)c1ccccc1Cl
→ 9.5%, -403.7%[inhibitor], -4.6, -0.1, 9.7%, -425.1%[inhibitor], -3.1, 37.7µM*
